# From PubChem BioAssay
# IL2 activator: IL-2 activation; AID 652025; 360,000 tested, 0.065% active; activation, % (series mostly up to about 46 µM); IL-2 activation reporter assay, cell-based qHTS; stimulated with anti-CD3/CD4/CD28 beads; in transgenic mouse T cells; in the data active = activation above about 50%; inconclusive = mostly about 30% to 49%; note: 0% is about no effect
#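 Readout: EGFP and DsRed signals by fluorescent plate cytometry. Unstimulated transgenic mouse T cells received compound 60 min before antibody-bead stimulation, then incubated 18 h at 37 degrees C.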
# GLP1R cytotox: cytotoxic in the GLP-1 receptor inverse agonist counter-screen | HEK293 cAMP-luciferase reporter cells, luminescence, 24 h | AID 624418 | Potency, µM (titrated, usually from 38.3 µM), without a hit: at the top dose activity change, negative = inhibition, actives largely listed as inhibitors | 410,000 tested, 0.13% active;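 note: loss of luciferase light is scored as toxicity; potency is the fitted concentration of half-maximal effect; % is set by controls: 0 for no effect and ±100 for the full control effect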
#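 Quantitative HTS format, 1536 wells, 200 cells/uL seeded. Compounds: 23 nL, 24 h, 37 °C. Detection: luciferase reagent, luminescence at 12 min RT; decreased signal taken as cytotoxic.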
# EPAC1 ag: activates human EPAC1 exchange factor. EPAC1 agonist qHTS, biochemical assay; response scale: 100% = response to 6.5 mM cAMP. Potency, µM (titrated, usually from 154 µM), without a hit: at the highest dose activation, actives largely listed as activators. 360,000 tested, 0.073% active. AID 720707; note: potency is the fitted concentration of half-maximal effect; nearly all actives have a fitted effect of over 60% in size
#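 Read-out is the fluorescence drop as BODIPY-GDP leaves Rap1B (480 nm excitation, 540 nm emission), recorded every 5 minutes over 30 minutes. Reactions held 100 nM EPAC1, 250 nM Rap1B–BODIPY-GDP and 50 uM GDP, with 6.5 mM cAMP setting full activation.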
# PI5P4K alpha inh: inhibitors of human PI5P4K alpha. 330,000 tested, 1.2% active. P48426. PI5P4Kalpha enzyme, ADP-Glo luminescence, 60 min; active compounds read low. max response, %; active = max response of -50% or lower; inconclusive = between -30% and -50%; inactive = -30% or higher; note: value at the top dose of about 77 µM; % is set by controls: 0 for no effect and ±100 for the full control effect
#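 Single end-point luminescence (ADP-Glo) quantified ADP from PI5P4Kalpha turnover; ATP 5 microM final, 1 h at RT, 0.1% CHAPS and 0.28 mM EGTA in HEPES pH 7.4.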
# EPAC1 antagonist: EPAC1 (human) antagonism; O95398; EPAC1 GEF assay, Rap1b-BODIPY-GDP exchange fluorescence; Potency, µM (doses to about 115 µM), without a hit: top-dose activity change, negative = inhibition, hits mostly inhibitors; 360,000 tested, 0.14% active;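 note: potency is the fitted concentration of half-maximal effect; plate controls were vehicle for no effect and positive control for full effect; nearly all actives have a fitted effect of over 50% in size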
# GLP-1R inv ag: inverse agonists of human GLP-1 receptor. Potency, µM (series often up to 38.3 µM), inactives show at the top dose activity change, negative = inhibition, most hits filed as inhibitors. 410,000 tested, 1.6% active. P43220. HEK293 GLP-1R CRE-luciferase, luminescence, 24 h; GLP-1R form is constitutively active; note: potency is the fitted concentration of half-maximal effect; % is set by controls: 0 for no effect and ±100 for the full control effect; nearly all actives have a fitted effect of over 55% in size
# Target sequence (P43220 whole entry, looked up): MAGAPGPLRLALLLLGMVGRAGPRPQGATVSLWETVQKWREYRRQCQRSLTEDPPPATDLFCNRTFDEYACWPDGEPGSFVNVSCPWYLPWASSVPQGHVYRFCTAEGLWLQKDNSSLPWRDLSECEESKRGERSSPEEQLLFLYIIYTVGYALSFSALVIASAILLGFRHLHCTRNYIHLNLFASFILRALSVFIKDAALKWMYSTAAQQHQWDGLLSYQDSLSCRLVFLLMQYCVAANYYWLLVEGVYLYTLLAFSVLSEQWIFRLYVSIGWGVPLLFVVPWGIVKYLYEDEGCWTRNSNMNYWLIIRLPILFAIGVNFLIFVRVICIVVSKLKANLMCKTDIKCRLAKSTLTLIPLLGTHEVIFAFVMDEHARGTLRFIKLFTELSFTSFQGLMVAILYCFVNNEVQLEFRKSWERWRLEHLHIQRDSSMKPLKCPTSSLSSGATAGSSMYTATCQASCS
#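 qHTS in 1536-well format: reporter HEK293 cells expressing constitutive GLP-1R activity in DMEM + 10% Nu serum, 24 hr with compounds at 37 deg C, luminescence read after 12 min with detection reagent.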
# PTHR1 agonist: activates the human parathyroid hormone receptor PTHR1; HEK293 GP2 PTHR1 cells, GloSensor cAMP luminescence, 1 h; Potency, µM (titrated, usually from 115 µM), for inactives: at the top dose activation, most hits filed as activators; 410,000 tested, 0.075% active; note: potency is the fitted concentration of half-maximal effect; nearly all actives have a fitted effect of over 55% in size; some results filed as inactive show a strong effect at the top dose; inactives centre near -15; many of its hits are not listed in these tables
# Target sequence (Q03431 whole entry, looked up): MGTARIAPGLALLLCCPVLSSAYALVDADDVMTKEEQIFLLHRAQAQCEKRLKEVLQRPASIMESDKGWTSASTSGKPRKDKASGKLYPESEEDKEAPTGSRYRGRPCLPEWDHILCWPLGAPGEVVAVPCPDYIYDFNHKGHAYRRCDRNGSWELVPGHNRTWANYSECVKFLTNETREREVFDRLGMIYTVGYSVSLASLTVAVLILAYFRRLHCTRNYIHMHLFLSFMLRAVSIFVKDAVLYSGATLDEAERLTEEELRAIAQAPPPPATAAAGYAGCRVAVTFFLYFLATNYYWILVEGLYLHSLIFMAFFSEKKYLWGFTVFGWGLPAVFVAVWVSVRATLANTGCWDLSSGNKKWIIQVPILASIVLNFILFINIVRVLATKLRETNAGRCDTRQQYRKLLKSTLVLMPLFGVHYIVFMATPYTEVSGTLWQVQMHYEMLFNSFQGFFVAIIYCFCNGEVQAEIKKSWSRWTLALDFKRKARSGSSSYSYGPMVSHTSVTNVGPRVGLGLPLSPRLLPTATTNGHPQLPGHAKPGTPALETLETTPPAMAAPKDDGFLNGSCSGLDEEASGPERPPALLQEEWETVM
#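 HEK-293-derived GP2 cells expressing PTHR1 and a GloSensor cAMP reporter, 3,000/well, plated overnight, given luciferin plus IBMX (each 0.5 mM as added) for 1 h at 37 °C, then compound for 1 h at 37 °C. Luminescence was read after 15 min at room temperature.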
# GLP1R ag: agonists of human GLP-1 receptor; HEK293 GLP-1R CRE-luciferase, luminescence, 4-6 h; cells express a hypersensitive GLP-1R form; P43220; Potency, µM (titrated, usually from 45.6 µM), for inactives: at the highest dose activation, usual class: activators; 380,000 tested, 0.007% active; note: potency is the fitted concentration of half-maximal effect; % of control where 0% means no effect
# PLK1 PBD block: inhibitors of human PLK1 polo-box domain binding; P53350; Plk1 PBD binding of FITC phosphopeptide, fluorescence polarization; Potency, µM, for the others: max response, negative = inhibition, hits mostly inhibitors; 360,000 tested, 2.8% active; note: potency is the fitted concentration of half-maximal effect; series mostly up to about 57 µM; % is set by controls: 0 for no effect and ±100 for the full control effect; nearly all actives have a fitted effect of over 65% in size
# Active calls of the source: *; i = inactive; u = inconclusive; x = not tested or not shown; [ ] = dose if it differs, or a comment. Unless noted, calls come from the whole dose curve; as a rule, active = well fitted curve in the direction sought with a large enough effect; inconclusive = small, poorly fitted or top-dose-only effect, or another doubt; inactive = no such curve, though single readings can be large; an effect the other way counts as inactive or inconclusive. This is a subset; the hit share may differ from the screen's.
SMILES,PLK1 PBD block,EPAC1 antagonist,PI5P4K alpha inh,GLP1R ag,PTHR1 agonist,IL2 activator,GLP1R cytotox,EPAC1 ag,GLP-1R inv ag
CS(=O)(=O)c1ccc(Cl)c(NC(=O)CSC(=S)N2CCCC2)c1,u,-5%,-4,0%,i,-0.3,4%,-3%,15%
CCCNC(=O)c1ccc(COc2ccc(Cl)cc2)o1,-4%,8%,-1,1%,-24%,2.1,2%,1%,u
CC1(C(=O)Nc2cccc3ccccc23)CCN1C(=O)Cc1ccc(Cl)cc1Cl (stereo not drawn),-5%,-21%,52,6%,-23%,0.7,-13%,4%,u
C=CC[C@H](CC(=O)OC(C)(C)C)C(=O)OC[C@H]1CCCN1C(=O)[C@H](CC=C)CC(=O)NCCO,0%,5%,-6,4%,i,-0.3,-25%,-3%,10%
Cc1ccc(Nc2cc(-n3nc(C)cc3C)ncn2)c(C)c1,-4%,-6%,11,4%,i,-0.6,-29%,-10%,u
CCOC(=O)NC(Nc1ccc(C)cn1)(C(F)(F)F)C(F)(F)F,-4%,-4%,-2,5%,11%[57.5 µM],0.8,-8%,-7%,25%
CCNc1nc2c(cnn2C)c(=O)[nH]1,-11%,-9%,0,1%,7%,3.4,40%[activator],-2%,-4%
COc1ccc(OCC(=O)Nc2ccccc2C(=O)Nc2ccc(C(=O)O)cc2)cc1,-18%,9%,-1,9%,-25%,-4.3,2%,-3%,8%
Cc1nc2ccc(C(=O)Nc3cccc(OCC(=O)N(C)C)c3)cn2c1N(C)CC1CCCCC1,2%,-17%,4,-7%,-45%[inhibitor],-0.8,-28%,-4%,u
O=c1c2ccccc2nnn1Cc1cccc2ccccc12,-10%,-8%,10,18%,18%,-0.5,18%,6%,-25%
CC(=O)NCCn1c(SCc2ccccc2C)nc2ccccc2c1=O,-7%,-1%,-13,6%,i,-0.8,u,9%,u
CCC(=O)N1CCc2cc(S(=O)(=O)NC(CC(C)C)C(=O)N3CCc4ccccc43)ccc21 (stereo not drawn),-1%,-5%,x,3%,-1%[57.5 µM],-0.8,0%,6%,6%
C[C@@H](NC(=O)c1ncn(C)c1C(=O)N[C@H](C)c1ccccc1)c1ccccc1,1%,-13%,5,-1%,-9%,-0.2,4%,-7%,u
O=C(CSc1nnc(-c2ccccc2)c2ccccc12)NCCN1C(=O)CSC1=O,-11%,-4%,0,14%,-4%,-0.9,6%,7%,-22%
COc1ccccc1NS(=O)(=O)c1cccc(C(=O)NC2CCN(Cc3ccccc3)CC2)c1,-8%,8%,-7,9%,-76%[inhibitor],-0.6,-4%,-4%,u
CN(C)c1ncc(S(=O)(=O)c2ccccc2)c(N)n1,-10%,3%,-1,7%,-6%,0.0,-5%,-1%,11%
CC(=O)N1CCC(=NNS(=O)(=O)c2ccc(C)c([N+](=O)[O-])c2)CC1,-17%,8%,1,0%,u,-3.4,-3%,-6%,3%
CCNc1nc2c(c(=O)n(Cc3ccccc3)c(=O)n2C)n1Cc1ccccc1,6%,9%,6,0%,i,0.2,-24%,4%,u
Fc1ccc(C2NC(=S)NC3=C2N2CCC3CC2)cc1 (stereo not drawn),-2%,2%,x,-1%,i,-1.1,1%,-6%,0%
CCOC(=O)c1cnc(-c2ccccc2)nc1Oc1ccc(C)cc1,-9%,-18%,1,-4%,i,-0.6,33%[activator],19%,u
CC1(C(=O)NS(=O)(=O)c2ccccc2Cl)CCN1C(=O)CC1CC1 (stereo not drawn),-4%,8%,-5,-4%,-19%,-0.6,7%,-5%,25%
CCN(C(=O)CSc1nc(C)nc2sc(C)c(C)c12)C1CCS(=O)(=O)C1 (stereo not drawn),-7%,14%,4,-2%,-32%[inhibitor],0.0,-7%,2%,10%
CC(C)CC(=O)NC(=S)NNC(=O)c1ccc(NC(=O)C2CCCCC2)cc1,-22%,3%,u,-10%,-48%[inhibitor],1.1,8%,2%,-11%
CSCC[C@H](NS(=O)(=O)c1ccc(C)cc1)C(=O)N1CCC(C(=O)N[C@H](C(=O)O)c2ccccc2)CC1,-6%,-3%,8,0%,-22%,0.0,0%,-10%,-1%

# Two of these compounds in a different format:
# The line under a structure holds: PLK1 PBD block, EPAC1 antagonist, PI5P4K alpha inh, GLP1R ag, PTHR1 agonist, IL2 activator, GLP1R cytotox, EPAC1 ag, GLP-1R inv ag
- CC(C)CC(=O)NC(=S)NNC(=O)c1ccc(NC(=O)C2CCCCC2)cc1
    -22%, 3%, u, -10%, -48%[inhibitor], 1.1, 8%, 2%, -11%
- CSCC[C@H](NS(=O)(=O)c1ccc(C)cc1)C(=O)N1CCC(C(=O)N[C@H](C(=O)O)c2ccccc2)CC1
    -6%, -3%, 8, 0%, -22%, 0.0, 0%, -10%, -1%

# (list continues)
SMILES,PLK1 PBD block,EPAC1 antagonist,PI5P4K alpha inh,GLP1R ag,PTHR1 agonist,IL2 activator,GLP1R cytotox,EPAC1 ag,GLP-1R inv ag
O=C1CCCc2c1nn(-c1ccccc1)[n+]2[O-],-1%,11%,x,-19%,-6%[57.5 µM],-1.5,4%,0%,2%
CCOc1ccccc1/C=N/NC(=O)c1c(C)nc2ccc(Br)cn12,3%,-1%,-5,7%,0%,-2.6,-6%,1%,0%
Cc1ccc(Cc2nc3ccccc3nc2SCC(=O)NCCc2ccccc2)cc1,x,x,x,0%,-22%,x,-9%,x,-3%
NC(=O)C1CC(=O)N(c2ccc(OCC(=O)N3CCCC3)cc2)C1 (stereo not drawn),-19%,-7%,2,6%,-23%,-4.4,-19%,-2%,-10%
O=C(NNC(=O)c1cc2cc(Br)ccc2oc1=O)c1ccc(O)cc1O,u,u,4,0%,i,-1.3,0%,8%,11%
O=C(Cc1ccccc1)NNC(=S)Nc1ccc(Cl)cc1,-21%,7%,-4,1%,-1%,6.7,-8%,5%,-12%
O=C(O)c1ccc2c(c1)OCCOCCOCCOCCOCCO2,3%,23%,-20,-1%,9%,-1.6,u,1%,1%
Cc1ccnc(Sc2ncccc2[N+](=O)[O-])n1,-3%,7%,0,-4%,i,4.4,-11%,-2%,3%
CCCCNCc1cc(Br)c(OCC(=O)N2CCOCC2)c(OC)c1,-5%,-13%,x,-11%,21%[57.5 µM],0.2,6%,13%,32%[activator]
CCOC(=O)c1cn(CC(=O)Nc2ccc(C)cc2)nn1,-3%,-1%,x,-3%,-14%[57.5 µM],-2.5,7%,9%,-6%
O=C(NCc1ccc2c(c1)OCO2)C1CCC(=O)N1C1CCCC1 (stereo not drawn),-4%,-3%,-4,-4%,i,0.9,-7%[0.307 µM],3%,-6%[0.307 µM]
Cc1oc2nc(SCC(=O)N3CCCCC3)nc(N)c2c1C,0%,4%,-7,2%,i,0.7,13%[1.53 µM],-16%,4%
CN(Cc1ccccn1)Cc1nc(Cc2ccccc2Cl)no1,-6%,2%,4,11%,-1%,-0.7,14%,7%,-24%
Cc1cccc(Cc2nnc(CCC(=O)N(CC3CC3)CC3CCCO3)o2)c1 (stereo not drawn),-8%,9%,-2,28%,-21%,0.2,-3%,6%,12%
COC(=O)C(C)Sc1snnc1-c1ccccc1 (stereo not drawn),-16%,-10%,-12,24%,i,0.5,5%,4%,7%
CCc1nnc(NC(=O)CCC(=O)Nc2ccc(OC)cc2OC)s1,-9%,-3%,1,3%,-22%,-4.6,-17%,6%,14%
Cc1ccc(OCC(=O)n2nc(C)cc2C)c(Br)c1,5%,6%,x,2%,-18%[57.5 µM],-1.6,3%,12%,5%
Cn1c(=O)n(CC(=O)Nc2cccnc2)c2ccccc21,-21%,3%,x,-12%,i,0.0,1%,6%,-9%
O=C(C1CCN(S(=O)(=O)c2cccnc2)CC1)N1CCN(C2CCCC2)CC1,5%,-12%,-2,1%,i,0.2,16%,15%,24%
c1coc(CNc2nc(N3CCCCC3)nc3ccccc23)c1,-6%,-5%,-8,1%,-17%[57.5 µM],0.1,u,9%,u
CCOCCCN(C)C1CCN(C(=O)c2oc3ccccc3c2NC(=O)Cc2ccc([N+](=O)[O-])cc2)CC1,-1%,5%,-4,10%,-65%[inhibitor],-2.9,-13%,0%,u
CCOC(=O)N1CCC(NC(=O)CS(=O)(=O)Cc2nc(-c3cccc(Cl)c3)oc2C)CC1,-13%,13%,7,8%,-28%,-1.8,-11%,9%,13%
CN(C(=O)c1cnccn1)c1c(N)n(Cc2ccccc2)c(=O)[nH]c1=O,-7%,8%,5,8%,-15%,-5.1,18%,-5%,8%
CCNc1c(NCC)c(=O)c1=O,0%,-4%,-4,4%,u,3.5,-5%,5%,u
CC(=O)c1ccc(Nc2ccc(-c3ccccc3F)nn2)cc1,-10%,-1%,2,-4%,-30%,-2.5,0%,7%,4%
CC1CN(Cc2cnc(Cl)s2)CC(C)O1 (stereo not drawn),-6%,-20%,2,-6%,-20%,0.5,-5%,12%,5%
O=C(Nc1ncc2c(n1)-c1ccccc1CC2)c1ccc(F)cc1,-5%,-6%,-2,0%,i,-4.4,-27%,2%,-23%
COc1ccc(CCN=C(N)C(C)c2ccccc2)cc1OC (stereo not drawn),-7%,5%,-4,1%,-7%,-0.3,-7%,9%,-22%
CC(=O)OCCCNc1cc(Sc2ccc(Cl)cc2)c2nonc2c1[N+](=O)[O-],1.2µM*,9%,10,-23%,-36%,-0.6,71%,2%,6%
CCC(C)c1ccc(C(C)NC(=S)NC2CCCCC2)cc1 (stereo not drawn),-4%,-33%,16,-6%,-29%,-0.4,u,-10%,u
CN(Cc1cccc(F)c1)C(=O)c1ccc2c(=O)n3c(nc2c1)CCC3,3%,4%,1,2%,i,-0.2,1%,2%,5%
C=CCNC(=O)/C(=C/c1ccco1)NC(=O)c1ccc(Br)o1,-12%,8%,-2,-7%,i,-0.2,1%,5%,0%
NC(=O)c1ccsc1NC(=O)COC(=O)c1cnccn1,-7%,-17%,-63*,0%,-1%,1.5,6%,-4%,17%

# A few values from the results shown:
# O=C(Nc1ncc2c(n1)-c1ccccc1CC2)c1ccc(F)cc1 in PLK1 PBD block reads -5%
# COc1ccc(CCN=C(N)C(C)c2ccccc2)cc1OC (stereo not drawn) in EPAC1 antagonist reads 5%
